Bioassay records deposited in PubChem by several laboratories.
IL1B cytotox: HUVEC cytotoxicity counter-screen, IL-1B stimulated; HUVEC cell count loss, Hoechst imaging; cell count reduction, % at 2 µM; hit rate 0.41% among 94,000; AID 845;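 active = cell count reduction more than 3 SD above the screen-wide mean, cut at about 70% in these data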;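 note: normalized per plate to untreated control cells as the no-loss baseline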
PLK1 PBD inh: Plk1 (human) PBD binding inhibition; inhibition, %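 (tested at about 20 µM)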; hit rate 0.13% among 97,000; AID 693; Plk1 PBD phosphopeptide binding, fluorescence polarization; P53350; in the data active = inhibition above about 34%, passing the limit was not always enough
Target sequence (P53350 whole entry, looked up): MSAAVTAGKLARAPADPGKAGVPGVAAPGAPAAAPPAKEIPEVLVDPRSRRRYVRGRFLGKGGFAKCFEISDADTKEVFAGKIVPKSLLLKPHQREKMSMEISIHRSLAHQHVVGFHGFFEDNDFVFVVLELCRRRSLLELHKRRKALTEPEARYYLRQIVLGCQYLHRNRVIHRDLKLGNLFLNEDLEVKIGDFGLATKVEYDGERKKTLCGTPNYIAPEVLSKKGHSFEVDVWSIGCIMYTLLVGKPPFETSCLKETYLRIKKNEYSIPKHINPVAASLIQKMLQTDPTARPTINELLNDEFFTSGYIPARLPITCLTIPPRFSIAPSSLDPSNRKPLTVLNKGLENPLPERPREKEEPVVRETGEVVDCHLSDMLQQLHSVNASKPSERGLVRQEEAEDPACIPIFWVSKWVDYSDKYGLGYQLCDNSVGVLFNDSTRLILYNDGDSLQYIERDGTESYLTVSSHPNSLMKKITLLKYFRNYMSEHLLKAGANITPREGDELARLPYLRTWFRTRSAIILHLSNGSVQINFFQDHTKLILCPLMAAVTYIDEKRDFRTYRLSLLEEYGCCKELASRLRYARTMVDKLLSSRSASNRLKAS
F-actin modifier: modifiers of cytoskeleton assembly; inhibition, % at 2 µM; HUVEC TNFa F-actin phalloidin imaging, high content; hit rate 0.18% among 91,000;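 active = inhibition above the batch mean plus 3 SD and confirmed as a hit by visual image inspection, cut at about 30% in these data, passing the limit was not always enough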; note: strong numbers were not always called active
sEH inhibitor: soluble epoxide hydrolase (human) inhibition; P34913; hit rate 0.34% among 91,000; recombinant human sEH enzymatic activity assay; inhibition, % at 2 µM; in the data active = inhibition above about 80%; note: values of inactives mirror those of a sister screen read the other way; many of its hits are not listed in these tables
E coli WT exp: E. coli BW25113 growth inhibition, expanded screen. hit rate 0.15% among 98,000. growth inhibition, % at 100 µM. AID 710. OD600 absorbance;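 active = growth inhibition above about 50% at one test dose, limit read from the data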;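 note: growth measured after 20 h incubation at 37 °C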
DAT uptake mod: changed human dopamine transporter uptake under cocaine IC80; Q01959; LLC-PK1 hDAT cells, [14C]-dopamine uptake with cocaine IC80; actives deviate in either direction; B-score at 10 µM; hit rate 1.3% among 110,000;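 active = Z score or B-score, a plate-position-corrected score, falls beyond the plate's 99.7% confidence bounds, in either direction; inactive = both scores lie inside the 99.7% bounds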;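 note: scored against the spread of the other compound wells on the same plate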
PLK1 inh: PLK1 (human) kinase inhibition; inhibition, % at 10 µM; recombinant PLK1 kinase, TR-FRET peptide phosphorylation; AID 619; P53350; hit rate 0.53% among 97,000;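 active = inhibition of 50% or more in the single-concentration screen; inactive = inhibition below 50%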;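 note: 0% = DMSO max control and 100% = H-89 dihydrochloride min control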
HUVEC tox TNFa: HUVEC cytotoxicity counter-screen, TNF alpha stimulated; HUVEC TNFalpha-stimulated, Hoechst cell count, imaging; cell count reduction, % at 2 µM; hit rate 0.17% among 93,000;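 active = cell count reduction exceeding the screen mean by over 5 SD, scaled to untreated wells per plate, cut at about 78% in these data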;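 note: cells counted after 24 h of TNF alpha exposure following the 1 h pretreatment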
VCAM1 TNFa inh: reduces TNF alpha induced VCAM1 expression in HUVEC. HUVEC TNFa-induced VCAM-1 immunofluorescence, high-content imaging. hit rate 0.48% among 95,000. AID 802. inhibition, % at 2 µM;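 active = inhibition above the batch mean plus 3 SD, with images confirmed as a hit by eye, cut at about 37% in these data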;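 note: 0% = TNF-stimulated DMSO wells and 100% = unstimulated control wells; not every result past the cut was called active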
Starred values were filed as active, the others as inactive; . = no result given; & = joins results of further samples.

structure,IL1B cytotox,PLK1 PBD inh,F-actin modifier,sEH inhibitor,E coli WT exp,DAT uptake mod,PLK1 inh,HUVEC tox TNFa,VCAM1 TNFa inh
O=C1CC(c2ccco2)Sc2nc3ccccc3n21 (stereo unspecified),-14,16,26,0,8,.,-29,5,6
CN1CCN(S(=O)(=O)c2ccc(NC(=S)NC(=O)c3ccc(Cl)cc3)cc2)CC1,-27,-10,-8,38,0,.,-11,-15,31
CC1(C)CC(=O)c2cnc(NC(=O)C3CCCC3)nc2C1,4,-1,-11,-13,-2,-1,-6,-2,5
CCCCCCc1nc2ccccc2c(=O)n1NC(=O)c1c(O)c2cccc3c2n(c1=O)CCC3,-11,-1,-35,-11,-3,.,-7,-4,-12
CCOC(=O)c1cnn(-c2ccccc2)c1NC(=O)CSc1nnc(-c2cccs2)n1CC,6,-7,9,-5,-6,0.22,-5,0,-18
Cc1cc(C)c2cc3c(ccn3C3OC[C@H](O)[C@H](O)[C@H]3O)cc2n1 (stereo partly specified),9,-27,-21,-4,5,-0.76,-10,-9,-4
CCOC(=O)C1=C(C)OC(N)=C(C#N)C1c1cc(Cl)c(OCC(N)=O)c(OC)c1 (stereo unspecified),-51,17,-20,7,7,1.1,-5,1,8
O=C(NCc1ccco1)Nc1ccc2snnc2c1,1,-13,3,19,28,1,-8,-22,-3
CC(C)NC(=O)CSCc1cccc(Br)c1,-4,16,14,-4,-5,0.94,-5,-28,8
CCc1nnc(NC(=O)CCC(=O)N2CCN(Cc3ccc(Cl)cc3)CC2)s1,12,-8,-9,0,9,2.3,-5,-17,-22
CCCOc1ccc(Cc2nc(N)nc(N)n2)cc1,-2,0,11,-6,9,1.4,6,-7,-3
Cc1ccccc1NC(=O)c1ccccc1NS(=O)(=O)c1cccc2cccnc12,-33,5,-7,-32,-1,0.95,-10,12,-2
CS(=O)(=O)N(Cc1ccccc1)c1ccc(C(=O)NCCSCc2ccco2)cc1,9,9,2,2,.,0.72,-15,-19,-12
Cc1ccc(Cl)cc1-n1c(=O)cc(N2CC(C)OC(C)C2)[nH]c1=O (stereo unspecified),-8,-8,22,5,1,0.057,-11,-6,-8
CCOC(=O)C1Cc2ccccc2CN1 (stereo unspecified),17,8,-14,-9,-5,0.042,-9,-7,3
Cc1c(NC(=O)OCCSc2nc(N(C)C)nc(N(C)C)n2)sc(=S)n1C,-58,-26,5,0,-1,-0.13,-8,-35,16
S=C(NC1CCCCC1)N(CCc1nc2ccccc2[nH]1)C1CCCC1,-16,14,1,12,.,0.06,-1,5,16
Cc1cccc(NC(=S)NCC2CCCO2)c1 (stereo unspecified),3,-14,12,8,2,0.29,-3,-12,27
O=c1/c(=C/c2cn(-c3ccccc3)nc2-c2ccc(F)cc2)sc2nc3ccccc3n12,9,16,-2,-6,-6,0.18,-6,-1,-11
COc1ccc(CNC(=O)C2CCCN(S(=O)(=O)c3c(C)n[nH]c3C)C2)cc1 (stereo unspecified),0,-4,.,12,1,-0.081,-3,-18,10
CCOC(=O)Cc1[nH]nc2c1C(C1C=CCCC1)C(C#N)=C(N)O2 (stereo unspecified),-39,13,-25,13,-8,0.41,-13,12,-11
Cc1cc2nc(C3CCCN(C(=O)NCc4ccccc4)C3)[nH]c2cc1C (stereo unspecified),-25,-9,-42,18,-4,-0.078,-6,31,13
Cc1cc(N2C(=O)C3C4C=CC(C4)C3C2=O)ccc1Br (stereo unspecified),30,-8,7,-3,1,0.028,-13,-11,8
O=C(Oc1ccc(-c2nnco2)cc1)N(c1ccccc1)c1ccccc1,-37,-11,4,-1,0,0.92,-7,-6,6
COCCNC(=O)c1onc(CSc2ccccc2F)c1C(=O)O,-31,-6,-13,10,-6,-0.033,-20,-1,1
COc1ccc(NC(=O)CCS(=O)(=O)c2ccccc2)c(OC)c1,.,32,1,11,.,0.41,-9,-22,1
COc1ccc(S(=O)(=O)N2CCCC(C(=O)O)C2)cc1Cl (stereo unspecified),-35,11,-31,6,2,0.44,-5,-30,-4
O=C(CSc1nc(-c2ccccc2)c(-c2ccccc2)[nH]1)NCCN1C(=O)CSC1=O,-19,-5,-22,0,0,0.22,-11,-6,3
COc1cccc2cc(C(C)N(CCCN3CCOCC3)C(=O)Nc3ccccc3)oc12 (stereo unspecified),-55,-45,12,0,1,-0.42,-3,-15,-3
Cc1nccn1CC(O)COC1CCCCC1 (stereo unspecified),-31,14,-19,0,2,-1.2,-6,21,-46
Cc1ccc(C(=O)NCCSc2ccc(Cl)cc2)cc1S(=O)(=O)Nc1ccccc1,23,-16,-2,73,-25,0.07,-13,5,-8
Cc1ccc(NCc2nnc(SCC(=O)c3ccc4c(c3)OCCO4)o2)c(C)c1,-14,29,7,5,-2,-0.52,0,-19,3

Reprinted from above, 2 compounds:
structure,IL1B cytotox,PLK1 PBD inh,F-actin modifier,sEH inhibitor,E coli WT exp,DAT uptake mod,PLK1 inh,HUVEC tox TNFa,VCAM1 TNFa inh
Cc1ccc(C(=O)NCCSc2ccc(Cl)cc2)cc1S(=O)(=O)Nc1ccccc1,23,-16,-2,73,-25,0.07,-13,5,-8
Cc1ccc(NCc2nnc(SCC(=O)c3ccc4c(c3)OCCO4)o2)c(C)c1,-14,29,7,5,-2,-0.52,0,-19,3

More compounds.
structure,IL1B cytotox,PLK1 PBD inh,F-actin modifier,sEH inhibitor,E coli WT exp,DAT uptake mod,PLK1 inh,HUVEC tox TNFa,VCAM1 TNFa inh
CCCn1c2c(c(O)c(C(=O)Nc3ccc(OC)cc3)c1=O)CCCC2,5,5,5,.,-5,0.97,-17,26,17
COC(=O)c1ccc(NC(=O)Cc2ccccc2)cc1,11,-10,-6,-11,0,-0.28,-11,-1,-4
O=C(O)CC(Cn1cnnn1)c1ccccc1 (stereo unspecified),1,17,-11,11,-7,-0.49,-3,-20,16
O=P(O)(O)c1ccccc1OCc1ccccc1,-32,-7,-18,-1,7,0.3,-6,-10,19
Cn1cnnc1SCC(=O)c1ccco1,-14,-16,.,-2,0,0.78,-3,-51,2
CC1(C)CC(=O)C2=C(C1)N(Cc1ccco1)C(=O)C2(NC(=O)c1cccnc1)C(F)(F)F (stereo unspecified),-10,0,3,14,4,-0.079,-12,-6,-23
Nn1c(SCc2nc3ccccc3[nH]2)nnc1-c1ccccc1,16,-3,17,0,5,-0.29,-10,-32,11
c1ccc(CN2C3=NCCCN3c3ccccc32)cc1,23,11,-1,-7,10,-0.67,-2,1,14
COc1cc(OC)cc(C(C(=O)NCc2ccccc2)N(Cc2ccco2)C(=O)c2ccno2)c1 (stereo unspecified),-6,12,38,-11,-13,-0.92,-14,-14,-7
CCSCC1COC(c2cccn2Cc2ccc(C)cc2)=N1 (stereo unspecified),-50,1,12,.,2,-0.0035,-2,-33,-19
O=C(O/N=C/C1=C(Cl)c2ccccc2CC1)c1ccc(F)cc1,45,12,-3,1,-2,0.029,-4,32,1
Cc1ccc(-c2noc(/C=C/c3ccccc3)n2)cc1,-28,-7,15,3,-8,-0.22,-7,-4,11
O=C(Nc1sc2c(c1C(=O)O)CCCCC2)c1ccco1,-29,-33,6,0,-9,0.024,-13,-36,5
CCCCn1c(N)c(N(CC(C)C)C(=O)CN(C)Cc2cccc(OC)c2)c(=O)[nH]c1=O,-10,-13,21,-3,1,0.89,-14,-28,-18
O=C(NCC1CCCO1)c1ccc(CS(=O)(=O)c2c(Cl)cccc2Cl)o1 (stereo unspecified),-7,-38,9,-3,4,-0.45,-2,-23,5
Cc1cc(NC(=O)CSc2ccc3nnc(-c4cccs4)n3n2)no1,-46,-11,-16,1,2,-0.18,-8,3,-3
COc1ccc(NC(=S)NC(NC(=O)C(C)C)C(Cl)(Cl)Cl)c([N+](=O)[O-])c1 (stereo unspecified),-5,-15,14,9,-10,-0.063,-3,3,-2
O=C(NC1CCC(C(=O)O)CC1)OCc1ccccc1 (stereo unspecified),-56&-5,-21&9,11&-1,-27&13,-5&10,-0.15&0.61,-13&1,-11&-10,-12&-5
COc1ccc(CNC(=O)CSc2nc3c(c(=O)n(C)c(=O)n3C)n2C)cc1,-24,-24,18,5,.,.,-7,-12,13
Cc1ccc2c(CN3C(=O)NC(C)(c4ccc5c(c4)OCO5)C3=O)cc(=O)oc2c1 (stereo unspecified),11,9,-14,-12,-14,2.1,-8,-16,7
COCCNC(=O)CCn1nc(-c2ccc(Cl)cc2)ccc1=O,6,6,-16,4,3,-1.7,-1,-32,18
CCOc1ccc(-c2noc(-c3cccnc3)n2)cc1OC,-12,8,-20,3,1,.,-7,-13,8
Cc1cc(-c2ccccc2)nc2[nH]n(-c3ccccc3)c(=O)c12,7,10,8,22,-6,0.047,-9,3,-14
CC(C)c1nc(N2CCOCC2)c(C#N)c2c1CCCC2,-2,17,-13,.,-2,-0.76,-14,-1,18
Cn1c(=O)cc(OCCCC(=O)Nc2ccc3c(c2)OCCO3)c2ccccc21,3,-3,-1,28,-2,0.79,-10,-16,3
Cn1cnnc1SCC(=O)N1CCc2ccccc21,-1,1,-2,-3,6,-1.3,-7,-6,-23
CC(=O)N=c1ncn(CC(COC(C)=O)OC(C)=O)c2nc[nH]c12 (stereo unspecified),-22,-6,28,-18,6,-0.47,0,-13,10
Cc1coc(NC(=O)CSc2nc(-c3ccncc3)cc(C(F)(F)F)c2C#N)n1,.,0,-6,-3,0,0.024,-11,-5,-1
Cc1ccc(Cn2nnc3c(=O)[nH]c(C4CCCN(C(=O)Nc5ccc(F)cc5)C4)nc32)cc1 (stereo unspecified),14,-10,-30,50,4,0.38,-5,2,12
CCOC(=O)C1=C(N)OC2=C(C(=O)CC(C)(C)C2)C1C1CCCCC1 (stereo unspecified),5,-16,19,-4,-3,0.2,-12,-5,2
CN(C)c1nc(-c2ccccn2)nnc1-c1ccccc1,4,3,.,7,36,0.84,4,-20,-17
CC(C)(C)OC(=O)NCCc1nnc(SCC(=O)c2ccc(Cl)cc2)o1,15,3,-22,6,-8,-0.48,-7,-10,23
Nc1nnc(CCOc2ccc(Cl)cc2)s1,-45,15,-12,-10,.,-1.6,-12,-8,-4
O=C(c1cc(Cl)cc(Cl)c1)N1CCOCC1,16,7,1,-7,4,0.67,-8,-14,14
CCc1ccc(-n2c(=O)c3c(C)c(C(=O)N(C)C)sc3n(CC(=O)NCc3ccco3)c2=O)cc1,-39,-34,-37,-8,1,0.56,-12,6,6
COC(=O)c1ccccc1NC(=O)COC(=O)CSCC(=O)N1CCOCC1,-9,4,24,-1,-3,0.59,-6,-17,-12
CCCNC(=S)N1CCC(NC(=O)C23CC4CC(CC(C4)C2)C3)CC1,-14,-6,18,5,.,0.22,-5,-22,-4
CCOC(=O)C(CC)Sc1nc2c(c(=O)[nH]c(=O)n2C)n1CCc1ccccc1 (stereo unspecified),-159,-33,17,3,6,1.2,-11,-5,4
CCN(CC)c1c([N+](=O)[O-])ncn1C,-1,27,.,-6,2,-0.3,-11,-28,2
Cc1ccnc(SCc2nc3ccccc3s2)n1,-25,-1,-1,9,7,-0.62,-15,-33,-12
Cc1ccc(-c2nnc(Sc3nc4ccccc4o3)c3ccccc23)cc1,27,13,.,-9,-14,-1.1,-3,.,.
CC(C)c1ccc(CNc2cc(N3CCCC3)ccc2[N+](=O)[O-])cc1,-108,7,-8,17,-19,0.34,6,-25,-6
COc1ccc(CNCCNC(=O)c2nonc2N)cc1OC,2,10,8,2,.,-2.1,-4,-9,16
CCCN(c1ccc(C(C)C)cc1)S(=O)(=O)c1c(C)[nH]c(=O)[nH]c1=O,-14,13,-1,7,-9,-0.056,3,-31,1
CCn1c(C)cc(=S)c2ccccc21,-29,6,-2,7,3,-0.19,-11,6,2
